Screens as filed in PubChem.
EWS-Fli block: EWS/Fli-driven NR0B1 reporter inhibitors, primary screen, A673 cells, NR0B1 luciferase, luminescence, MLPCN library. inhibition, % at 12.6 µM. viability-normalised. 350,000 tested, 0.67% active;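 active = mean inhibition of at least 50% after viability correction, with every replicate also passing that limit; inconclusive = mean reaches 50% but only one of two replicates passes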;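 note: firefly luciferase signal divided by Alamar Blue viability fluorescence both relative to DMSO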
miR-122 sensor: miR-122 Renilla sensor signal increase in Huh7, primary screen, miR-122 inhibitor project, cell-based, single point, plate reader; Huh7 miR-122 Renilla luciferase sensor, 48 h; neutral wells = 0, positive control = 100; activation (reporter increase), % at 12.5 µM; 340,000 tested, 0.3% active;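 active = mean replicate activation score at least 90 and every replicate individually at or above 90; inconclusive = only one of the two criteria met; inactive = neither criterion met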;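 note: higher luciferase means less miR-122 activity so hits act as miR-122 inhibitors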
DENV2 CPE: inhibitors of DENV2 cytopathic effect, primary screen, cell-based, plate reader, single concentration. DENV2-infected cells, cytopathic effect rescue. CPE inhibition, % at 9.99 µM. 350,000 tested, 1.7% active. AID 651640, 2012; in the data active = CPE inhibition above about 20%, passing the limit was not always enough; inconclusive = no clear call, values can overlap the other calls; tested in BHK-21 cells;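 note: 0% = median of neutral control wells and 100% = median of positive control wells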
PAX8 inh HTS: inhibitors of PAX8-driven TPO luciferase reporter, primary screen, RMG-I cells, single concentration; inhibition, % at 12.6 µM; 360,000 tested, 1.2% active; AID 652154, 2013; SteadyGlo, 24 h;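 active = mean replicate inhibition at least 60% with every replicate also reaching 60%; inconclusive = only one of the two criteria is met; inactive = mean below 60% and not all replicates reaching 60%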;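 note: luciferase light reporting Pax8 driven TPO promoter activity; plate controls were median of neutral control wells for no effect and mitoxantrone controls for full effect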
FN deposit inh: inhibitors of fibronectin matrix deposition, primary screen, AH1F cells, Alexa488-fibronectin fluorescence, plate reader; AID 743247, 2014; AH1F fibroblasts, overnight; inhibition, % at 12.6 µM; 350,000 tested, 0.086% active;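 active = mean inhibition across replicates of 30% or more, regardless of how many single replicates reach that level; inconclusive = mean under 30% yet at least half of replicates reach 30%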;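 note: positive control wells lacked labelled fibronectin entirely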
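material = AH1F fibroblast monolayer depositing Alexa488-labelled fibronectin into matrix | amount = 10000 AH1F cells/well | buffer or medium = DMEM plus 2% serum, read in PBS | incubation = 1 h cell adhesion before compound, then overnight fibronectin incubation | detection = fluorescence at 485 nm excitation, 525 nm emission | evaluation = percent inhibition as loss of matrix-bound fibronectin fluorescence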
INS-1E GSIS act: GLuc luminescence reporter in INS-1E cells, primary screen for activators of glucose-dependent secretion of insulin; activation, % at 16.6 µM; 370,000 tested, 0.61% active; AID 743287, 2014; INS-1E GLuc reporter insulin secretion, 2-3 h;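 active = lowest replicate activation of at least 40%, so every replicate reaches that level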;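 note: 0% = median of neutral control wells and 100% = median of IBMX positive control wells; some compounds called inactive have numbers as strong as hits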
F508del corr: F508del CFTR correction, initial screen, CFBE line, single point; CFBE cells, YFP halide quenching; stimulated with forskolin plus potentiator P3; % fluorescence drop versus neutral controls; activity (quench increase), % at 7.58 µM; 350,000 tested, 0.36% active; AID 720511, 2013;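 active = mean added fluorescence quench of at least 8% versus neutral control, with both replicates also reaching 8%; inconclusive = only one of the mean or replicate conditions met; inactive = mean below 8% and not both replicates reaching 8%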;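 note: cells transiently co-express mutant CFTR-F508del with the halide-sensitive YFP; corrector assay measuring rescue of mutant channel to the surface after 24 h compound exposure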
An asterisk follows results filed as active; ? = inconclusive; . = no result given; [ ] = another dose, or the depositor's remark.

canonical_smiles	EWS-Fli block	miR-122 sensor	DENV2 CPE	PAX8 inh HTS	FN deposit inh	INS-1E GSIS act	F508del corr
O=C(Cn1cc([N+](=O)[O-])ccc1=O)N1CCc2ccccc2C1	3	6	?	3	-6	7	0.9
O=C1CC(c2ccc(S(=O)(=O)NCc3ccccc3)cc2)CN1 (centres undefined)	-7	4	-5	11	-5	15	0.1
CC1(C(=O)NS(=O)(=O)c2ccc3c(c2)CCO3)CCN1C(=O)CCC1CCCC1 (centres undefined)	-2	-6	9	.	0	11	4.3
CO[C@H]1CN(C)C(=O)c2ccc(NC(=O)Nc3cccc(F)c3)cc2OC[C@@H](C)NC[C@@H]1C	-2	.	.	-4	7	2	0.5
CO[C@@H]1CN(C)C(=O)c2ccc(NC(=O)C3CC3)cc2OC[C@H](C)N(C(=O)c2ccncc2)C[C@H]1C	-6	.	-8	-15	13	16	1.7
O=C(NCCC1CCCC1)c1cccs1	-56	-4	-6	-30	-5	1	0.0
CO[C@@H]1CN(C)C(=O)c2cc(NC(=O)c3cnccn3)ccc2OC[C@H](C)N(C(=O)C2CC2)C[C@@H]1C	-7	.	-5	3	3	2	0.3
C[C@@H]1CCCCO[C@H](CN(C)C(=O)NC2CCCCC2)[C@H](C)CN([C@@H](C)CO)C(=O)c2cc(NC(=O)Nc3ccc(F)cc3)ccc2O1	-18	-8[16.7 µM]	3	53	-11	0	-0.5
COc1ccc(N2CC(O)=C(c3nc(-c4ccc(Cl)cc4)cs3)C2=N)cc1	5	.	4	7	5	-11	-3.9
Cc1ccc(S(=O)(=O)Nc2cc3c(cc2C#N)OCO3)cc1C(N)=O	-2	-1	-5	-3	0	4	-2.2
CCCCc1c(-c2ccccc2OC)ncn1Cc1ccccc1C	14	.	-6	13	5	186*	3.1
O=C(NCCc1ccccc1)c1ccccc1NC(=O)C1CC=CCC1C(=O)O (centres undefined)	-30	.	-1	-48	3	-5	.
C[C@H]1CN([C@@H](C)CO)C(=O)CCCn2cc(nn2)CO[C@H]1CN(C)S(=O)(=O)c1cccc(F)c1	-5	1[16.7 µM]	-4	.	0	11	-0.8
Cc1oc(/N=C/c2ccc(Cl)cc2Cl)c(C#N)c1C	.	-1	.	.	6	-2	.
C[C@@H]1CN([C@H](C)CO)C(=O)c2c(c3ccccc3n2C)-c2ccccc2CO[C@@H]1CN(C)S(=O)(=O)c1cccc(C#N)c1	8	.	-5	18	11	-27	2.3
O=C(Cc1c(F)cccc1Cl)OCC(=O)N1CCc2ccccc21	-21	-2	-5	-16	-12	-27	2.3
CC(C)(C)OC(=O)CC12CCCCC1NC(=O)O2 (centres undefined)	-82	.	-14	-22	-6	-10	2.7
CC(C)NC(=O)Nc1ccc2c(c1)C(=O)N([C@H](C)CO)C[C@@H](C)[C@@H](CN(C)Cc1ccc3c(c1)OCO3)OCCCC[C@@H](C)O2	-3	2[16.7 µM]	-2	-11	15	11	0.5
C[C@@H]1CN([C@H](C)CO)S(=O)(=O)c2ccc(C#Cc3ccncc3)cc2O[C@H]1CN(C)C(=O)C1CC1	1	1[16.7 µM]	-3	.	.	-3	-2.6
Cc1ccc(S(=O)(=O)N2C3CC(c4ccccc4)N(S(=O)(=O)c4ccccc4Cl)CC3C(=O)C[C@H]2c2ccccc2)cc1 (some centres undefined)	20	.	-3	16	10	8	-8.0
CO[C@@H](CN(C)C(=O)C1CCOCC1)[C@@H](C)CN(C(=O)Nc1ccc(C(F)(F)F)cc1)[C@@H](C)CO	-12	.	-5	.	-4	-16	-1.4
CCOC(=O)c1sc(NC(=O)COC(=O)CNC(=O)C2CCCCC2)c(C(=O)OCC)c1C	.	-3	.	-13	-3	-10	.
C[C@H]1CN([C@@H](C)CO)C(=O)Cc2cc(NC(=O)Cn3cnnn3)ccc2O[C@@H]1CN(C)Cc1ccncc1	-4	-5[16.7 µM]	-8	-3	.	19	1.1
COc1ccc(-n2c(=S)[nH]c3cc(C(=O)NCCCN4CCCC4=O)ccc3c2=O)cc1	.	-19	.	14	-4	.	.

Some of the entries so far, with values under each structure:
Each structure is followed by: EWS-Fli block, miR-122 sensor, DENV2 CPE, PAX8 inh HTS, FN deposit inh, INS-1E GSIS act, F508del corr
- Cc1oc(/N=C/c2ccc(Cl)cc2Cl)c(C#N)c1C
 : ., -1, ., ., 6, -2, .
- C[C@@H]1CN([C@H](C)CO)C(=O)c2c(c3ccccc3n2C)-c2ccccc2CO[C@@H]1CN(C)S(=O)(=O)c1cccc(C#N)c1
 : 8, ., -5, 18, 11, -27, 2.3

The main list resumes; the six compounds before the break are reprinted first.
canonical_smiles	EWS-Fli block	miR-122 sensor	DENV2 CPE	PAX8 inh HTS	FN deposit inh	INS-1E GSIS act	F508del corr
C[C@@H]1CN([C@H](C)CO)S(=O)(=O)c2ccc(C#Cc3ccncc3)cc2O[C@H]1CN(C)C(=O)C1CC1	1	1[16.7 µM]	-3	.	.	-3	-2.6
Cc1ccc(S(=O)(=O)N2C3CC(c4ccccc4)N(S(=O)(=O)c4ccccc4Cl)CC3C(=O)C[C@H]2c2ccccc2)cc1 (some centres undefined)	20	.	-3	16	10	8	-8.0
CO[C@@H](CN(C)C(=O)C1CCOCC1)[C@@H](C)CN(C(=O)Nc1ccc(C(F)(F)F)cc1)[C@@H](C)CO	-12	.	-5	.	-4	-16	-1.4
CCOC(=O)c1sc(NC(=O)COC(=O)CNC(=O)C2CCCCC2)c(C(=O)OCC)c1C	.	-3	.	-13	-3	-10	.
C[C@H]1CN([C@@H](C)CO)C(=O)Cc2cc(NC(=O)Cn3cnnn3)ccc2O[C@@H]1CN(C)Cc1ccncc1	-4	-5[16.7 µM]	-8	-3	.	19	1.1
COc1ccc(-n2c(=S)[nH]c3cc(C(=O)NCCCN4CCCC4=O)ccc3c2=O)cc1	.	-19	.	14	-4	.	.
CCCCNC(=O)[C@@H]1CSC2c3ccc(OC)c(OC)c3C(=O)N21 (some centres undefined)	-3	-6	-1	-4	-4	-14	1.3
N/C(=N\OC(=O)c1ccc(F)cc1)c1nonc1N	-11	.	1	-10	1	26	.
COc1cc(-c2nc3ccccc3nc2-c2ccc(O)c(OC)c2)ccc1O	7	0	-2	27	6	.	5.1
CN(CC(=O)Nc1ccc(Cl)cc1)CC(=O)N1CCc2ccccc21	-11	3	-9	10	-2	-11	-1.0
Cc1ccc(NC(=O)C(C)OC(=O)COc2cccc(C(F)(F)F)c2)cc1 (centres undefined)	-7	-1	-3	-4	5	.	-3.1
Cc1onc(-c2c(F)cccc2Cl)c1C(=O)N1CCSCC1	4	2	4	-2	-2	5	0.6
COc1ccc(S(=O)(=O)Nc2ccc3c(c2)C(=O)N([C@@H](C)CO)C[C@H](C)[C@H](CN(C)Cc2ccc(C(=O)O)cc2)OCCCC[C@H](C)O3)cc1	-6	7[16.7 µM]	-3	-4	.	22	-2.3
CN1C(=O)c2cc(NC(=O)C3CC3)ccc2OC[C@@H]2O[C@@H](CC(=O)NCCc3ccncc3)CC[C@H]21	-5	0[16.7 µM]	-8	-7	-12	-3	-1.9
CC(C)(C)c1ccc(C(=O)NNc2ncccc2-n2cccc2)cc1	-1	-2	7	19	-5	-18	0.8
